# aGal spleen mod – inhibitors or activators of human alpha-galactosidase in spleen homogenate. 240,000 compounds, 0.008% hits. human spleen homogenate, 4MU-alpha-Gal fluorescence, 40 min. Potency, µM (series often up to 80 µM), for the others: at the top dose activity change, negative = inhibition, most hits filed as inhibitors. P06280;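 also: 0% = enzyme with vehicle and -100% = no enzyme basal signal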
# Target sequence (P06280 32-429 limits assumed): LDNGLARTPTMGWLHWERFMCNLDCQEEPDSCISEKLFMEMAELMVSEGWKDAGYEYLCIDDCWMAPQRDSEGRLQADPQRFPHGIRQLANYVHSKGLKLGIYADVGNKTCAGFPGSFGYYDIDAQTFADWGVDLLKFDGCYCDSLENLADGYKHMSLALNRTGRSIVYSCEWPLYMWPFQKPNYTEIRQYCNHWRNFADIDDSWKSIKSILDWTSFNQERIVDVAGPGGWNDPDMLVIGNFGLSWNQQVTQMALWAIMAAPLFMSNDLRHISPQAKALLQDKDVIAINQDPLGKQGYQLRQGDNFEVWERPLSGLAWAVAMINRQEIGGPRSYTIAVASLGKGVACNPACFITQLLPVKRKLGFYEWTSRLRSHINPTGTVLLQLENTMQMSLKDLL
#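 Human spleen homogenate (1 ug) was the enzyme source, with 4-methylumbelliferyl-alpha-D-galactopyranoside (1 mM final) in pH 5.0 citrate buffer with 0.01% Tween-20. Compounds were titrated; after 40 min at 37C, NaOH/glycine stop, 4-MU fluorescence read; AC50 from Hill fits.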
# Tau fluor counter – counter-screen for tau fibril formation inhibitors; tau K18 P301L (four-repeat tau fragment) Alexa594 fluorescence, heparin fibrillization; Potency, µM (top dose mostly 57.7 µM), for the others: at the top dose activity change, negative = decrease; 280,000 compounds, 0.93% hits; also: % is scaled to controls: 0 for no effect and ±100 for the full control effect; nearly all actives have a fitted effect of over 55% in size
#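 Human K18 P301L tau (15 uM unlabeled plus 0.24 uM Alexa 594-labeled, final) in 100 mM sodium acetate pH 7 was mixed with compound and 20 uM heparin and incubated 6 hr at 37 C.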
# GAA glycogen – inhibitors or activators of human alpha-glucosidase glycogen cleavage. 300,000 compounds, 0.38% hits. Potency, µM (doses to about 76.4 µM), without a hit: top-dose activity change, negative = inhibition, hits mostly inhibitors. recombinant GAA, glycogen substrate, Amplex Red glucose oxidase fluorescence;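 also: 0% = full enzyme reaction and -100% = no-enzyme basal signal; the screen sought inhibitors and activators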
#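 Recombinant human alpha-glucosidase (4 nM final) hydrolysed bovine liver glycogen (30 ug) for 40 min at 37 C in pH 5.0 citrate/phosphate with 0.01% Tween-20. Released glucose detected by glucose oxidase/Amplex Red, Ex 573/Em 610 nm. Compounds up to 77 uM; AC50 from Hill fits.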
# GAA inhib – alpha-glucosidase (human) inhibition. AID 1466. Potency, µM (highest dose often 76.9 µM), without a hit: at the top dose activity change, negative = inhibition, hits mostly inhibitors. P10253. 200,000 compounds, 0.005% hits. purified human GAA, 4-MU-alpha-glucoside fluorescence;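 also: plate controls were uninhibited enzyme wells for no effect and no-enzyme background for full effect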
#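 AC50 values come from Hill fits of compound titrations (up to 77 uM) against 4 nM human enzyme. Substrate 4-methylumbelliferyl-alpha-D-pyranoside at 400 uM, pH 5.0 citrate buffer, 20 min room temperature; fluorescence Ex 365/Em 440 after alkaline stop.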
# ALDH1A1 block – ALDH1A1 (human) enzyme inhibition. AID 1030. 220,000 compounds, 7.3% hits. Potency, µM (doses to about 75.3 µM), inactives show at the top dose activity, negative = inhibition, hits mostly inhibitors. Purified ALDH1A1, NADH fluorescence, propionaldehyde substrate; active = well fitted inhibition curve with a large enough effect, not every such curve was filed as active; inconclusive = small, poorly fitted or top-dose-only effect, or another doubt; inactive = no such curve, though single readings can be large or run the other way;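 also: plate controls were no enzyme wells and a reference inhibitor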
# Epigenetic derep – derepresses silenced GFP reporter in murine cells; murine LDR cells, GFP reporter derepression, 30 h; Potency, µM (top dose mostly 53.9 µM), for inactives: at the top dose GFP activation, hits mostly activators; 280,000 compounds, 0.2% hits; also: % of control where 0% means no effect; nearly all actives have a fitted effect of over 60% in size
#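 Readout is the number of GFP-expressing murine LDR cells, counted by cytometry following washing. Cells were treated with compound for 30 h at 37 C; the stably integrated CMV-GFP locus is normally silent.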
# aGlu spleen mod – inhibitors or activators of human alpha-glucosidase in spleen homogenate; 240,000 compounds, 0.006% hits; Potency, µM (highest dose often 79.9 µM), inactives show top-dose activity change, negative = inhibition, hits mostly inhibitors; human spleen homogenate, 4-MU-alpha-glucoside fluorescence; AID 2112;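 also: 0% = enzyme with vehicle and -100% = no enzyme basal signal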
#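 Human spleen homogenate (1 ug) incubated with compounds and 1 mM 4-methylumbelliferyl-alpha-D-glucopyranoside in pH 5.0 citrate/phosphate buffer, 37 C, 40 min. Stopped at pH 10; 4-MU fluorescence (Ex 365/Em 440 nm); AC50 by Hill fit.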
# NPSR antagonist – blocks cAMP signaling of the human neuropeptide S receptor; Q6W5P4; CHO-NPSR cells, cAMP TR-FRET, antagonist mode; Potency, µM (top dose mostly 38.3 µM), for the others: at the highest dose activity change, negative = inhibition, most hits filed as inhibitors; 220,000 compounds, 1% hits; AID 1461; also: % is scaled to controls: 0 for no effect and ±100 for the full control effect; nearly all actives have a fitted effect of over 50% in size; many of its hits are not listed in these tables
# Target sequence (Q6W5P4 whole entry, looked up): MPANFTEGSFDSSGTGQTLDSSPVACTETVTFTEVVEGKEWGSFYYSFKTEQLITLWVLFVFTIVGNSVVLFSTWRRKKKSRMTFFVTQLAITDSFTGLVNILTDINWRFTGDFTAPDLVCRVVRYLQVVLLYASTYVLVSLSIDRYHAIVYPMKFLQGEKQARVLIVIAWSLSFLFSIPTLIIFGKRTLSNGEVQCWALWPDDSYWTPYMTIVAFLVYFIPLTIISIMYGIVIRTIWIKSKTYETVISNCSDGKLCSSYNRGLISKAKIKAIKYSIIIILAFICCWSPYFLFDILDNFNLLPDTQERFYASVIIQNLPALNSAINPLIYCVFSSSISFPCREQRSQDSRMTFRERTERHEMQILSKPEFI
# An asterisk follows results filed as active; ? = inconclusive; . = not tested or not shown; [ ] = remark or other dose. Unless noted, calls follow the shape of the dose curve; as a rule, active = well fitted curve in the direction sought with a large enough effect; inconclusive = small, poorly fitted or top-dose-only effect, or another doubt; inactive = no such curve, though single readings can be large; an effect the other way counts as inactive or inconclusive. Potency is read from the fitted curve at half-maximal effect. Not all compounds are listed. The share of hits here may be higher or lower than overall.
SMILES	aGal spleen mod	Tau fluor counter	GAA glycogen	GAA inhib	ALDH1A1 block	Epigenetic derep	aGlu spleen mod	NPSR antagonist
COc1ccc(CC(=O)Nc2cccc(C(=O)Nc3cccc(C)c3)c2)cc1	-2%	-18%	-6%	-2%	1%	5.2%	1%	-6%
CCC1Sc2ccccc2N(CC(=O)NCc2ccc3c(c2)OCO3)C1=O (configuration not stated)	-26%	-9%	-2%	-3%	-6%	1.2%	-18%	-26%[46.1 µM]
Cc1ccn2c(NC3CCCC3)c(-c3ccncc3)nc2c1	6%	-23%	28µM*	-10%	?	-4.8%	3%	-28%
c1cc(-c2nn[nH]n2)ccc1CN1CCCCC1	6%	-1%	6%	2%	12%	0.0%	7%	-1%[46.1 µM]
O=C(Nc1ccn(Cc2ccccc2F)n1)c1ccc(COc2ccccc2Cl)cc1	-1%	?	-6%	-2%	?	-0.9%	0%	-11%[46.1 µM]
CNC(=O)COC(=O)/C=C/c1cccs1	5%	0%	3%	-4%	0%	-2.7%	6%	16%
O=C(N/N=C/c1ccncc1)NC1CCCCC1	-4%	5%	-7%	4%	-4%	-1.5%	1%	2%
CCNC(=O)n1cc(-n2cncn2)c(-c2ccc(Cl)cc2)n1	-2%	-5%	2%	-4%	?	0.0%	.	-6%
Cc1ccn2c(NC3CCCC3)c(-c3ccsc3)nc2c1	-14%	?	-18%	-5%	?	-3.3%	8%	-54%
Cc1cccc(-n2cnc3c(sc4nc(N5CCOCC5)c5c(c43)CCCC5)c2=O)c1	-9%	0%	2%	-1%	?	-1.3%	2%	?
O=C(Nc1ccccc1)c1ccc(CN2CCc3ccccc3C2)cc1	5%	-16%	8%	-10%	2%	-0.4%	-6%	11%
CCN(CC)S(=O)(=O)c1ccc(/C=C/C(=O)OCC(=O)NCc2ccc3c(c2)OCO3)cc1	4%	-3%	5%	6%	?	-1.3%	-2%	1%
Cc1ccc(C(=O)C2=C(O)C(=O)N(CCCN3CCOCC3)C23C(=O)N(C)c2ccccc23)o1 (configuration not stated)	0%	7%	4%	1%	8%	-1.0%	-6%	8%[46.1 µM]
CC[C@H](C)C(=O)O[C@@H]1C[C@H](C)C=C2C=C[C@H](C)[C@@H](CC[C@H]3C[C@@H](O)CC(=O)O3)[C@H]21	-1%[29.1 µM]	.	.	.	-6%[20.9 µM]	-0.3%[16.9 µM]	-10%[29.1 µM]	.
COc1cc(NC(=O)CN2CCC(Cc3ccccc3)CC2)c(C)cc1[N+](=O)[O-]	5%	-5%	-3%	8%	3%	0.0%	-4%	-8%

# Following part:
SMILES	aGal spleen mod	Tau fluor counter	GAA glycogen	GAA inhib	ALDH1A1 block	Epigenetic derep	aGlu spleen mod	NPSR antagonist
Cc1cc(=O)n2c(n1)NC(Nc1cccc(C)c1C)=NC2c1ccccc1 (configuration not stated)	-12%	3%	5%	.	.	-2.0%	5%	12%
CCNc1nc(NCC)n2c(SCC(=O)Nc3ccccc3[N+](=O)[O-])nnc2n1	4%	1%	3%	2%	0%	0.0%	4%	4%
Cc1ccc(S(=O)(=O)N2CCN(c3ccc(C(F)(F)F)cc3[N+](=O)[O-])CC2)cc1	-1%	1%	-23%	1%	1%	0.0%	-4%	-9%
C[C@@H](CCCCC(=O)Nc1ccc(C(F)(F)F)cc1)NCCc1cnc[nH]1	1%	-5%	.	.	2%	-0.8%	-1%	.
CC(=O)N1CCC(N(C(=O)Nc2ccc(Cl)cc2)C(C)C)CC1	-7%	-10%	-9%	.	.	-1.0%	-4%	1%
CCOC(=O)CN(Cc1ccc(OC)c(OC)c1)S(=O)(=O)c1ccc(OC)cc1	7%	-19%	-7%	2%	?	0.8%	3%	-11%[46.1 µM]
O=C(COC(=O)/C=C/c1ccccc1Cl)NCCc1ccc(Cl)cc1Cl	12%	13%	8%	3%	1%	1.0%	-1%	24%
COC(=O)NC(c1ccccc1)[C@]1(C(C)=O)CCCC1=O (some centres not stated)	4%[17.5 µM]	-24%[11.6 µM]	.	.	1%[13.5 µM]	0.0%[10.1 µM]	-3%[17.4 µM]	.
CC(C)(C)NCCCCOc1ccccc1F	2%	-7%	-2%	0%	4%	-1.0%	-2%	0%[46.1 µM]
CC(C)N(CCNCc1nnc(-c2ccccc2)o1)C(C)C	-4%	-6%	-1%	-14%	?	-0.4%	-10%	17%
Cc1ccc(CCNC(=O)C2CCN(S(=O)(=O)c3ccc4c(c3)CCC(=O)N4)CC2)cc1	5%	-8%	4%	-1%	16%	13%	-7%	1%
O=C(O)c1ccccc1C(=O)c1ccc(Sc2ccc(Cl)cc2)c([N+](=O)[O-])c1	1%	-18%	3%	-2%	6%	1.0%	8%	29%
CCS(=O)(=O)Nc1cccc(C2=NN(S(C)(=O)=O)C(c3ccccc3)C2)c1 (configuration not stated)	1%	-11%	3%	-1%	?	?	0%	-25%
CCC(C(=O)Nc1nccs1)c1ccccc1 (configuration not stated)	-4%	3%	5%	3%	1%	1.9%	-8%	-6%[7.67 µM]
CC(OC(=O)c1cc(=O)[nH]c2ccccc12)c1ccccc1 (configuration not stated)	-22%	-7%	-1%	-10%	?	1.0%	-17%	-11%[46.1 µM]

# The final two entries of the section above come first, to join the parts.
SMILES	aGal spleen mod	Tau fluor counter	GAA glycogen	GAA inhib	ALDH1A1 block	Epigenetic derep	aGlu spleen mod	NPSR antagonist
CCC(C(=O)Nc1nccs1)c1ccccc1 (configuration not stated)	-4%	3%	5%	3%	1%	1.9%	-8%	-6%[7.67 µM]
CC(OC(=O)c1cc(=O)[nH]c2ccccc12)c1ccccc1 (configuration not stated)	-22%	-7%	-1%	-10%	?	1.0%	-17%	-11%[46.1 µM]
COc1ccc(CN2CCCC(CNC(=O)c3ccc(F)cc3)C2)c(C)c1C (configuration not stated)	-7%	7%	20%	3%	-15%	-0.2%	-3%	6%
O=C(c1cccc(N2C(=O)C3C4C=CC(C4)C3C2=O)c1)N1CCCc2ccccc21 (configuration not stated)	-8%	5%	4%	-1%	-3%	-2.2%	.	0%
O=C(Cn1cncn1)NCc1ccccc1Br	-5%	-4%	-5%	5%	10%	-0.9%	-6%	6%[46.1 µM]
Cc1ccc(NC(=O)C2CCN(S(C)(=O)=O)CC2)cc1	8%	2%	2%	-3%	34%[activator]	3.5%	-4%	-5%[46.1 µM]
Cc1ccc2sc(NNC(=O)c3ccc4c(c3)OCCO4)nc2c1C	-8%	?	5%	8%	?	6.3%	1%	17%
C1CCC(Nc2nc3nonc3nc2N2CCSCC2)C1	-6%	-4%	9%	-9%	?	-2.9%	-1%	2%
CC(C)(C)c1cc(-c2ccccc2)no1	7%	2%	4%	.	.	1.1%	2%	6%
CCOc1ccc(NS(=O)(=O)c2ccc3[nH]c(=O)c(=O)[nH]c3c2)cc1	-1%	-3%	6%	9%	1%	1.0%	5%	16%
O=C(O)c1ccccc1OCCOc1ccccc1C(=O)O	9%	5%	4%	-15%	4%	1.8%	2%	-3%[46.1 µM]
CCOc1ccc(S(=O)(=O)N/N=C2/CC(c3ccccc3)Oc3ccccc32)cc1 (configuration not stated)	-5%	-29%	-6%	-1%	?	0.7%	-3%	?
CCNC(=O)N1CCCC(C(=O)c2ccc3cc(OC)ccc3c2)C1 (configuration not stated)	4%	-8%	-15%	10%	?	-1.0%	-6%	-13%
O=C1C(C2=NC(c3ccccn3)C3C(=O)N(c4ccc(OC(F)(F)F)cc4)C(=O)C23)=C(O)c2ccccc21 (configuration not stated)	-5%	3%	1%	.	.	-1.1%	-16%	-38%
COc1ccc(S(=O)(=O)NN=C2CCCCC2)cc1	-14%	-11%	-7%	0%	0.63µM*	-1.9%	-5%	-7%[46.1 µM]
Cc1ccc(S(=O)(=O)N(C)c2ccc(OCC(=O)Nc3cccc(-n4cnnn4)c3C)cc2)cc1	10%	-16%	-3%	.	.	-3.2%	6%	-15%
C=CCn1c(SCC(=O)NCC2CCCO2)nc2scc(-c3ccco3)c2c1=O (configuration not stated)	-1%	-5%	-6%	-3%	25µM*	0.0%	-2%	-17%[46.1 µM]

# (list continues)
SMILES	aGal spleen mod	Tau fluor counter	GAA glycogen	GAA inhib	ALDH1A1 block	Epigenetic derep	aGlu spleen mod	NPSR antagonist
Cc1cc(C(=O)N[C@@H](c2ccccc2)[C@]2(C)C[C@H]2[C@@H](C)C(=O)Nc2ccc3ccccc3c2)n(C)n1	1%	2%	.	.	?	1.0%	?	.
COc1cc(C)c(NC(=O)C(=S)NCc2ccccc2)cc1C	9%	-10%	-13%	-9%	?	-0.6%	1%	-14%
CCOC(=O)N1CCN(S(=O)(=O)c2cc(Br)cc3c2N(C(=O)C2CC2)CC3)CC1	-2%	-11%	-8%	-2%	22%	-2.2%	1%	-14%[46.1 µM]
c1cncc(-c2nc3c(ccc4ccccc43)[nH]2)c1	1%	?	6%	0%	?	0.0%	3%	-3%[46.1 µM]
Cn1c(SCC(=O)N2CCOCC2)nnc1-c1ccc2ncccc2c1	-1%	-1%	3%	.	.	7.4%	-17%	7%
COc1ccc2nc(SCC(=O)Nc3nccs3)[nH]c2c1	9%	-18%	5%	12%	2%	-0.6%	6%	1%
CC(/C=C/c1cccs1)=C\C(=O)O	-6%	6%	5%	-7%	2%	-0.9%	-4%	-13%[46.1 µM]
COc1ccccc1CC(=O)Nc1c[nH]c(=O)[nH]c1=O	5%	1%	14%	6%	5%	1.1%	-5%	20%
Cc1ccccc1OCC(=O)N/N=C/c1c(C)nn(-c2ccccc2)c1Cl	2%	-2%	1%	4%	-7%	1.1%	-3%	-36%
CC1=CC(C)(C)N2C(=O)C3(SCC(=O)N3c3ccc(O)cc3)c3cc(C)cc1c32 (configuration not stated)	-2%	-10%	-7%	-8%	8%	-8.6%	-3%	-27%[46.1 µM]
CCOC(=O)Cn1c(SC)nc2sc3c(c2c1=O)CC(C)(C)OC3	1%	3%	3%	4%	-1%	0.8%	-3%	-18%[46.1 µM]
CCOC(=O)c1[nH]nc(N)c1NC(=O)c1ccc(Cl)cc1Cl	-6%	-3%	-17%	0%	-1%	0.0%	-12%	-4%[46.1 µM]
O=C(Cn1cccc1)NCc1cccs1	-10%	-4%	-6%	-1%	7%	0.8%	-2%	9%[46.1 µM]
CCC(C(=O)Nc1cc(C(=O)Nc2cc(C)ccn2)ccc1Cl)c1ccccc1 (configuration not stated)	1%	6%	8%	4%	?	0.0%	5%	-43%
